Assay outcomes deposited in PubChem BioAssay by several laboratories.
LYP inh 2 = blocks human PTPN22 phosphatase activity; Q9Y2R2; recombinant LYP catalytic domain, DiFMUP fluorescence; inhibition, % at 2 µM; actives 0.21% (n = 96,000);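 active = inhibition at 2 µM at or above a set limit, the screen mean plus 3 SD, cut at about 24% in these data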;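 note: 0% = DMSO with enzyme and 100% = enzyme fully blocked by orthovanadate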
HUVEC tox IL1B = HUVEC cytotoxicity counter-screen, IL-1B stimulated; HUVEC cell count loss, Hoechst imaging; cell count reduction, % at 2 µM; actives 0.41% (n = 94,000);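 active = cell count reduction more than 3 SD above the screen-wide mean, cut at about 70% in these data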;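 note: normalized per plate to untreated control cells as the no-loss baseline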
VCAM1 TNFa inh = reduces TNF alpha induced VCAM1 expression in HUVEC | HUVEC TNFa-induced VCAM-1 immunofluorescence, high-content imaging | inhibition, % at 2 µM | actives 0.48% (n = 95,000) | AID 802;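 active = inhibition above the batch mean plus 3 SD, with images confirmed as a hit by eye, cut at about 37% in these data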;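 note: 0% = TNF-stimulated DMSO wells and 100% = unstimulated control wells; not every result past the cut was called active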
cytoskel mod = modifiers of cytoskeleton assembly; actives 0.18% (n = 91,000); HUVEC TNFa F-actin phalloidin imaging, high content; AID 836; inhibition, % at 2 µM;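 active = inhibition above the batch mean plus 3 SD and confirmed as a hit by visual image inspection, cut at about 30% in these data, passing the limit was not always enough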; note: strong numbers were not always called active
MT1-MMP txn act = activates MT1-MMP transcription | actives 0.16% (n = 86,000) | activation factor at 10 µM | HT1080 MT1-MMP promoter luciferase reporter, luminescence, overnight; stronger effect = higher value | AID 750;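 active = activation factor of at least 2 for MT1-MMP transcription at 10 µM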
Candida biofilm = kills Candida albicans biofilms | C. albicans biofilm + clotrimazole, Alamar Blue | inhibition, % at 6 µM | actives 0.14% (n = 85,000) | AID 834;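 active = inhibition above 20%; inactive = inhibition below 20%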;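 note: preformed 24 hr biofilms exposed to compound for 48 hr; 0% = biofilm without compound and 100% = blank killed by clotrimazole plus chlorhexidine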
HUVEC tox TNFa = HUVEC cytotoxicity counter-screen, TNF alpha stimulated. HUVEC TNFalpha-stimulated, Hoechst cell count, imaging. cell count reduction, % at 2 µM. actives 0.17% (n = 93,000);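 active = cell count reduction exceeding the screen mean by over 5 SD, scaled to untreated wells per plate, cut at about 78% in these data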;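 note: cells counted after 24 h of TNF alpha exposure following the 1 h pretreatment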
DAT uptake mod = modulates human dopamine transporter uptake under cocaine | B-score at 10 µM | actives 1.3% (n = 110,000) | Q01959 | LLC-PK1 hDAT cells, [14C]-dopamine uptake with cocaine IC80; actives deviate in either direction;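 active = Z score or B-score, a plate-position-corrected score, falls beyond the plate's 99.7% confidence bounds, in either direction; inactive = both scores lie inside the 99.7% bounds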;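 note: scored against the spread of the other compound wells on the same plate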
Target sequence (Q01959 whole entry, looked up): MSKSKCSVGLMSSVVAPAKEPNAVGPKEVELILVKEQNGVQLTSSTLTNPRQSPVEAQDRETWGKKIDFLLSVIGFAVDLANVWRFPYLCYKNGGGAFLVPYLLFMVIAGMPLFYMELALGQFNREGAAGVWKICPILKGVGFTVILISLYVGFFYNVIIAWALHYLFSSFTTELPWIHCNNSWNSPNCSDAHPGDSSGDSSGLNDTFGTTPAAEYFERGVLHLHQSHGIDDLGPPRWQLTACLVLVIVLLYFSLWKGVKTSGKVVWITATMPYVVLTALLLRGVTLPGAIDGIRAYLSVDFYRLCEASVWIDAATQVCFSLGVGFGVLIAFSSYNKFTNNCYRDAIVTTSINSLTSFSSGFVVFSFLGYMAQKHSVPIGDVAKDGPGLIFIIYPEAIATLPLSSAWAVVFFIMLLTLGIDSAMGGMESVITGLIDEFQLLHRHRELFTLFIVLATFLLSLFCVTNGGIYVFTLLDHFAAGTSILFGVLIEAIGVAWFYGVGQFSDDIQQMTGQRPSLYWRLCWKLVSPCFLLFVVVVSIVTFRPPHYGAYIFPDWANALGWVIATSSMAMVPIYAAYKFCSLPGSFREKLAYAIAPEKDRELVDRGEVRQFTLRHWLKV
Smad3 FoxH1 inh = Smad3 (human) transcription factor binding inhibition. P84022. TR-FRET Smad3/Dy647-FoxH1 peptide binding, europium anti-His. inhibition, % at 25 µM. actives 0.29% (n = 88,000);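 active = compounds that reduce the energy-transfer binding signal between the protein and its labelled peptide by more than half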;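 note: 0% = Smad3 plus labelled peptide maximal FRET and 100% = peptide-only background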
Target sequence (P84022 whole entry, looked up): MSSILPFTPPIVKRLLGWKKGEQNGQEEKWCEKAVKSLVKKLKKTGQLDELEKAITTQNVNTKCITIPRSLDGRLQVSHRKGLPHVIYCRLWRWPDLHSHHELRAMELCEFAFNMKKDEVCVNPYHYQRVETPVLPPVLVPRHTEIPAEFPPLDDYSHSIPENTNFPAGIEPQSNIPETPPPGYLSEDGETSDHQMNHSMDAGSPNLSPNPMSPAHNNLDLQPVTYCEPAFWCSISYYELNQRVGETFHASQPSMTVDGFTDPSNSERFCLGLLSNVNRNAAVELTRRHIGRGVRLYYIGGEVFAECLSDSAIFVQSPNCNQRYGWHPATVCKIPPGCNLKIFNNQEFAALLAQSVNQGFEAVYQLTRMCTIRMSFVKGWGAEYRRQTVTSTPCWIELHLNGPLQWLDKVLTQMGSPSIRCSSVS
Numbers without * were called inactive; · = no result given; [ ] = dose if it differs, or a comment.

SMILES	LYP inh 2	HUVEC tox IL1B	VCAM1 TNFa inh	cytoskel mod	MT1-MMP txn act	Candida biofilm	HUVEC tox TNFa	DAT uptake mod	Smad3 FoxH1 inh
COc1cccc(C=NCCNC(=O)c2nonc2N)c1O	4	-10	15	9	1.2	-4	-13	0.25	-5
CCCn1c(=O)c2[nH]c(C3CCCC3)nc2n(CCC)c1=O	·	·	·	·	1.3	5	·	0.19	8
Cc1cc(C(=O)NCC(C)C)c2ccccc2n1	-4	-2	-37	-6	·	·	2	-0.5	·
Cc1ccc(S(=O)(=O)N/N=C\c2cc3c(cc2[N+](=O)[O-])OCO3)cc1	3	14	-6	9	·	·	4	-0.44	·
CCN(CC)S(=O)(=O)c1cccc(-c2nnc(SCC(=O)NCCC3=CCCCC3)n2N)c1	8	1	8	1	1.2	6	-36	1.4	3
CCn1c(CCC(=O)Nc2cc(F)ccc2C)nc2cc(S(=O)(=O)N(C)C)ccc21	·	·	·	·	1.2	5	·	0.18	3
COc1ccc(C)cc1-n1nnnc1SCc1cc(=O)n2cc(C)ccc2n1	·	·	·	·	1	10	·	0.062	14
Cc1cc2nc(C3CCCN(C(=S)Nc4ccccc4C)C3)[nH]c2cc1C (stereo unspecified)	-4	-32	11	-18	·	·	-19	0.036	·
O=C(CSc1nnc(-c2ccccc2F)n1C1CCCCC1)N1CCCC1	-7	-3	28	0	1.1	7	-12	-0.57	-1
N=c1n(CC(=O)O)c2ccccc2n1Cc1ccccc1Cl	13	44	6	0	1.2	0	10	-0.76	-2
CCOC(=O)c1cc2sccc2n1CC(=O)O	-1	-85	5	-10	1	0	5	0.12	-8
CC(C)Cc1cc(-c2ccco2)c(C#N)c(N)n1	-2	-3	6	22	1.1	5	-58	·	6
Cc1cc(C)n(-c2nnc3n2N=C(c2ccccc2)CS3)n1	-5	-23	7	-20	1.4	2	17	-1.2	9
CCOC(=O)C1CCN(C(=O)Nc2ccc3nc(C)c(C)nc3c2)CC1	0	-2	17	0	1.1	8	1	0.64	5
COc1cccc(C2=N/C(=C\N(C)C)C(=O)O2)c1	-1	29	5	0	1.4	3	-19	0.7	-2
COCc1nnc(NC(=O)c2ccc(S(=O)(=O)N(C)C3CCCCC3)cc2)o1	0	-11	7	24	1.3	11	-35	-0.45	0
CC(=O)Nc1c(C)ccc2nsnc12	0	-29	3	-14	·	·	-14	-0.074	·
COCCN(CCOC)C(=O)CCn1c(=O)oc2ccccc21	-5	-25	10	4	1.1	6	-18	0.87	-5
CCN1CCN(CCCNC(=O)c2cc3c(=O)[nH]c4ccccc4c3s2)CC1	-11	2	-1	·	1.1	2	-48	0.54	-15
CCOC(=O)CC1C(=O)NCCN1S(=O)(=O)c1cc(Cl)c(Cl)cc1Cl (stereo unspecified)	3	2	21	1	·	·	-7	-0.46	·
C=CCn1c(C)c(C(C)=O)c(N2CCN(c3ccccc3)CC2)nc1=S	-22	-17	6	-10	1.1	5	-4	0.49	5
O=C(c1ccc(Cl)cc1)C(Cn1cncn1)C(Sc1ccccc1)c1ccccc1 (stereo unspecified)	10	-1	-2	-1	·	·	-32	-0.067	·
O=C(C[n+]1ccc(C(=O)N/N=C/c2ccc(O)cc2)cc1)c1ccccc1	-10	-4	20	-4	1.1	8	-10	-0.015	17
COc1ccc(-c2cc(C(=O)NCc3ccc(Cl)cc3)no2)cc1OC	0	17	2	19	1.1	·	-9	0.37	·
CCOC(=O)C1CCN(c2c(NCCCN(CC)Cc3ccccc3)c(=O)c2=O)CC1	0	-1	-23	-36	1.1	-7	17	0.29	-6
(further entries)
SMILES	LYP inh 2	HUVEC tox IL1B	VCAM1 TNFa inh	cytoskel mod	MT1-MMP txn act	Candida biofilm	HUVEC tox TNFa	DAT uptake mod	Smad3 FoxH1 inh
CCN(C(=O)c1cccnc1)c1ccccc1	3	-22	9	-10	·	5	-7	-0.87	2
Cc1noc(C)c1CSc1nc2ccccc2n1CCc1ccccc1	3	-3	18	-2	1.3	-5	-12	0.38	-15
CCn1cc(C(=O)OCC(=O)N(C)C2CCS(=O)(=O)C2)c(=O)c2ccc(C)nc21 (stereo unspecified)	-10	3	-5	13	1.1	3	-37	-0.74	1
O=C(Nc1ccc(-c2cn3ccsc3n2)cc1)C1CC1	7	-54	1	5	0.8	8	-44	0.53	1
O=C1CCCN1c1cccc(Br)c1	6	26	23	0	1	·	3	0.28	2[fluorescence artefact?]
Cc1cc(NC(=O)C2CC(c3ccc(Cl)cc3)=NO2)no1 (stereo unspecified)	-6	-12	8	0	1.1	3	16	-0.029	1
COc1ccc(NC(=O)CSc2ccc3c(c2)OCCO3)cc1OC	2	14	-1	1	1.2	8	9	-0.62	0
O=C(O)C(Cc1ccccc1)N1C(=O)c2ccccc2C1=O (stereo unspecified)	-11	-8	-1	·	1.2	2	-17	-0.63	-5
O=C(CCN1CCN(CC(=O)Nc2ccccc2F)CC1)Nc1ccccc1F	8	1	14	3	1.1	2	-10	-0.39	-3
Cc1ccnc(NC(=O)COC(=O)C2COc3ccccc3O2)n1 (stereo unspecified)	5	-7	7	8	1.2	2	-23	-0.96	4
Cc1scc(C(=O)N2CCN(S(C)(=O)=O)CC2)c1-c1ccccc1	7	-43	0	0	1	8	-30	-0.55	3
CCCCN(CC)C(=O)c1cc2cc3ccc(OC)cc3nc2o1	10	·	-2	25	1.5	0	-30	1.1	1
S=c1[nH]nc(-c2ccco2)n1-c1cccc2ccccc12	-3	-27	7	8	1	3	-11	1.8	-1
Cc1cc(C)n(Cc2n[nH]c(=S)n2Cc2ccccc2)n1	0	17	-2	-3	0.9	-4	-4	0.17	2
CN(C)CCCN1C(=O)C(=O)/C(=C(/O)c2ccc3c(c2)OCO3)C1c1cccnc1 (stereo unspecified)	1	-26	5	10	1.2	7	-7	·	-10[fluorescence artefact?]
COc1cccc(C(=O)Nc2cccc(OCC(=O)O)c2)c1	-3	5	5	-3	1.1	3	-27	-0.01	10
Cc1cccc(NC(=O)COC(=O)CNC(=O)C2CCCCC2)c1	-2	-39	-10	1	1.1	0	-26	-0.69	-1
Nn1cc(-c2ccccc2)nc1SCC(=O)N1CCN(S(=O)(=O)c2ccc3ccccc3c2)CC1	16	-9	-20	6	·	·	-21	-0.57	·
Cc1nc(SCc2ccc([N+](=O)[O-])cc2)nc2ccccc12	0	-22	-10	2	·	·	3	0.42	·
Cc1ccccc1-n1c(=O)/c(=C\c2ccco2)s/c1=C(/C#N)C(=O)Nc1ccccc1	-1	36	8	25	1.1	8	-14	-0.022	7
N#Cc1cnn2cc(-c3ncc(C(F)(F)F)cc3Cl)cnc12	8	3	13	31	·	·	-20	-0.73	·
O=C(/C=C1\NC2(CCCC2)Cc2ccccc21)N1CCOCC1	0	-27	12	-4	1.2	3	-4	0.87	34
COc1ccc(CCNC(=O)COc2nsnc2N2CCOCC2)cc1OC	4	14	10	13	1.2	10	-15	0.03	4
COCCNC(=O)C(c1cccs1)N(C(=O)Cn1nnc2ccccc21)c1ccc(OC)cc1 (stereo unspecified)	6	7	9	-18	1.3	8	-10	-1.3	6
C=CCOn1c(C)c(C(C)=O)c2c3no[n+]([O-])c3ccc21	-16	-10	4	-8	1	7	4	-0.035	7
The results go on:
SMILES	LYP inh 2	HUVEC tox IL1B	VCAM1 TNFa inh	cytoskel mod	MT1-MMP txn act	Candida biofilm	HUVEC tox TNFa	DAT uptake mod	Smad3 FoxH1 inh
CCCSc1nsc(N)n1	1	1	0	8	·	·	-17	-1.8	·
COc1cc(Cl)c(C)cc1NC(=O)CSc1nnc(-c2ccco2)n1CC(C)C	3	4	13	·	1.1	10	-35	0.61	-7
O=C(Nc1cc2c(oc1=O)CCCC2=O)c1ccc(Cl)cc1	-8	20	9	1	·	·	-4	-0.4	·
O=C(COc1ccc2ccccc2c1Br)Nn1cnnc1	0	7	22	-1	1	3	-9	-2.4	11[fluorescence artefact?]
Cc1ccc(S(=O)(=O)N2CCN(c3nc(C)nc4sc5c(c34)CCC(C)C5)CC2)cc1 (stereo unspecified)	-5	-23	12	1	·	·	-21	-0.22	·
COc1ccccc1-c1nc(C#N)c(N2CCN(C(c3ccccc3)c3ccccc3)CC2)o1	13	-3	70	-32	1.1	-3	64	1.8	8
COc1nc(OCCNC(=O)Nc2ccccc2)nc(N(C)C)n1	-6	5	-15	-14	1.1	5	-6	0.9	2
CCOC(=O)C1(C)NC(c2ccco2)C2C(=O)N(c3ccc(C)cc3)C(=O)C21 (stereo unspecified)	7	8	-7	6	1.2	3	-14	1.6	9
COc1ccc(Nc2nc(N)nc(CSc3n[nH]c(-c4ccccc4)n3)n2)cc1	-7	-21	-34	-1	1	·	-72	0.51	·
CCOC(=O)c1c(NC(=O)Cn2nnc(-c3ccc(Cl)cc3)n2)sc(CC)c1C	16	-13	-3	-7	1	3	-31	0.14	-5
CN(C(=O)COc1cc(=O)n(C)c2ccccc12)c1ccc(Cl)cc1	5	5	0	15	1.1	-13	-2	0.76	5
CN(C)CCCNCCCNC(=O)/C=N/O	5	·	3	-9	1.1	-3	-8	-0.51	10
CCCCn1c(-c2csc3c2CCCC3)n[nH]c1=S	5	-9	-3	-6	·	·	-9	0.93	·
COc1ccc(CCNC(=O)CN2C(=O)c3ccccc3S2(=O)=O)cc1	-5	-11	-4	-16	1.2	·	-6	-0.21	·
COc1cccc(C(=O)Nc2ccc(C(=O)O)cc2)c1	3	-27	24	-36	1.1	8	-10	-0.7	12
Cc1cc(=O)oc2cc(OCC(=O)NCCc3nc4ccccc4[nH]3)ccc12	-9	-2	9	·	1.1	·	-31	-1.7	·
COCCn1c(NCc2ccc(C)cc2)nc2c1c(=O)[nH]c(=O)n2C	·	·	·	·	1.1	9	·	-0.46	12
CCc1nnc(NS(=O)(=O)c2ccc(NS(=O)(=O)c3ccc(NC(C)=O)cc3)cc2)s1	-2	-16	6	-4	·	·	-4	-0.45	·
CCc1c(C(=O)N2CCN(c3ccccc3F)CC2)[nH]c(C)c1C(C)=O	2	-1	6	7	1	4	-16	0.69	6
CCn1c(N2CCN(C(=O)Nc3ccc(F)cc3)CC2)nc2ccccc21	10	4	-2	19	0.9	0	-11	1.7	5
CCOC(=O)/C(=N\Nc1ccc(OC)cc1)c1csc(Nc2ccccc2)n1	-4	-31	4	-10	1.4	7	-4	-1.1	6
Cc1cccc(NCc2cc(Cl)ccc2O)n1	-1	10	·	·	1.2	2	·	1.1	4
CCOC(=O)Cc1csc(SCC(=O)Nc2sc3c(c2C(N)=O)CCC3)n1	·	·	·	·	1	9	·	0.19	4
CCN(CC(=O)NC1CCCCC1)S(=O)(=O)c1ccc(Cl)cc1	-7	-22	14	8	0.9	7	13	0.24	-10
CS(=O)(=O)N(CC(=O)N1CCc2ccccc2C1)c1ccc2c(c1)OCO2	-5	5	13	-8	1	-4	-11	-0.26	3
CCCC(=O)NCCc1nc2ccccc2n1C	·	·	·	·	1.1	5	·	-0.055	4
COc1ccc(NC(=O)Nc2ccc(N3CCCC3=O)cc2)cc1OC	·	·	·	·	1	6	·	-0.2	3
N#Cc1nc(-c2ccc(OCc3ccccc3)cc2)oc1NCCCN1CCOCC1	-9	-4	14	-15	1	·	-21	2.8	7

4 entries drawn at random from the list so far:
SMILES	LYP inh 2	HUVEC tox IL1B	VCAM1 TNFa inh	cytoskel mod	MT1-MMP txn act	Candida biofilm	HUVEC tox TNFa	DAT uptake mod	Smad3 FoxH1 inh
CCOC(=O)C1(C)NC(c2ccco2)C2C(=O)N(c3ccc(C)cc3)C(=O)C21 (stereo unspecified)	7	8	-7	6	1.2	3	-14	1.6	9
COc1cccc(C(=O)Nc2ccc(C(=O)O)cc2)c1	3	-27	24	-36	1.1	8	-10	-0.7	12
CN(C)CCCNCCCNC(=O)/C=N/O	5	·	3	-9	1.1	-3	-8	-0.51	10
COc1ccc(CCNC(=O)CN2C(=O)c3ccccc3S2(=O)=O)cc1	-5	-11	-4	-16	1.2	·	-6	-0.21	·

These rows are one share of the data; rates above refer to the full screens.
